mcGAS RapidFire: mouse cGAS inhibition by mass spec; Q8C6L5; recombinant mouse cGAS, cGAMP by RapidFire MS; inhibition, % at 12.5 µM; 0.18% of 130,000 active;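 active = inhibition of cGAS enzyme activity at or above 60%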;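 note: enzyme stimulated by 45 bp dsDNA with ATP and GTP substrates; cGAMP share of summed cGAMP plus half ATP and half GTP signals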
Target sequence (Q8C6L5 whole entry, looked up): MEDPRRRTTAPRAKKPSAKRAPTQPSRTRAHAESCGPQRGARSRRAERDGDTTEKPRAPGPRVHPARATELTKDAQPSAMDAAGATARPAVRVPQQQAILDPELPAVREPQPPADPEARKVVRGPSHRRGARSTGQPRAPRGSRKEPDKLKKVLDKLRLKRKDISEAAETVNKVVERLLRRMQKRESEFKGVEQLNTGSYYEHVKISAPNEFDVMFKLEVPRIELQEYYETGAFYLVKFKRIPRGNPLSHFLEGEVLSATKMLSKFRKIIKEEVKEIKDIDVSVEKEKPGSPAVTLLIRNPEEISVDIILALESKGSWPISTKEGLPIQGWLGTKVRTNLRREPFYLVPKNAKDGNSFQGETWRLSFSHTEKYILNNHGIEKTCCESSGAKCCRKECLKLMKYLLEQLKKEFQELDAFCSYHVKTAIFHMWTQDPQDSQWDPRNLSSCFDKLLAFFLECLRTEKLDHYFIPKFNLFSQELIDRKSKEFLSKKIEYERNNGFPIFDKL
Starred values were filed as active, the others as inactive; & = joins results of further samples. These rows are one share of the data; rates above refer to the full screens.

SMILES	mcGAS RapidFire
CC1Oc2ccccc2N(Cc2cccc(F)c2)C1=O (stereo not given)	-4.5
CC=Cc1ccc(OCC(=O)Nc2sc3c(c2C#N)CCC3)c(OC)c1	9.5
c1ccc(-c2nnc(CSc3nnc(-c4cccnc4)n3C3CC3)o2)cc1	0.4
Cc1cc(C)c(C(=O)N2CCOC(CCCc3ccccc3)C2)c(=O)[nH]1 (stereo not given)	-4.6
CC(Sc1nnc(-c2cccs2)o1)C(=O)NC1CCCCCC1 (stereo not given)	-3.3
O/N=C(\C=N\O)c1ccccc1	-8.5
CC1CN(C)CCC1NS(=O)(=O)c1ccc(C2CCCCC2)cc1 (stereo not given)	-9.2
O=c1[nH]c2ccc(S(=O)(=O)N3CCCC3)cc2[nH]c1=O	10.2
O=C(Nc1ccnn1Cc1ccc(Br)cc1)c1ccc(=O)[nH]c1	2.2
CC(C)(Cc1cccc(Cl)c1)C(=O)N1CCC2(C1)OCCO2	-51.6
CN(Cc1nc(-c2ccoc2)no1)C1CCCN(c2cccnn2)C1 (stereo not given)	-13.9
CC(=O)Oc1cccc2nsnc12	-2.6
COc1ccc(C2CC(=O)C=C(Nc3ccccc3C)C2)cc1OC (stereo not given)	-0.6
CC1(C)CC(=O)c2nc(-c3ccccc3)[nH]c2C1	-8.8
COc1ccc(CCC2CCN(CN3C(=O)NC4(CCCC4)C3=O)CC2)cc1	-2.2
CC(CC(=O)O)CC(=O)N1CCN(C)CC1 (stereo not given)	-0.8
COc1ccc(CN2CCNC(=O)C2CC(=O)NCCc2ccccc2)c(OC)c1 (stereo not given)	-12.8
C=c1occc1=C1NN=C(SCC(=O)NC2CC2)O1	-11.9
COC(=O)CN1N=C(C)Cn2c1nc1c2c(=O)n(CCC(C)C)c(=O)n1C	-4.4
Cc1ccc(-n2cnc3cc(C(=O)O)ccc32)c(C)c1	1.7
Cc1cc(C)c(NC(=O)CNC(=O)C2CC(=O)N(Cc3ccccc3)C2)c(C)c1 (stereo not given)	9.9
O=C(O)C(=O)N1CCN(CCO)CC1	-17.7
Cc1ccsc1C(=O)N1CCCC(CCC(=O)N2CCN(C)CC2)C1 (stereo not given)	-11.4
CN(CC(=O)O)S(=O)(=O)c1ccc(F)c2ccccc12	-3.1
COC(=O)C(C#N)c1nc2ccccc2nc1NCC1(N(C)C)CCCCC1 (stereo not given)	6.9

Reprinted at random: four entries already listed
SMILES	mcGAS RapidFire
Cc1ccsc1C(=O)N1CCCC(CCC(=O)N2CCN(C)CC2)C1 (stereo not given)	-11.4
CC(CC(=O)O)CC(=O)N1CCN(C)CC1 (stereo not given)	-0.8
COc1ccc(C2CC(=O)C=C(Nc3ccccc3C)C2)cc1OC (stereo not given)	-0.6
O=C(Nc1ccnn1Cc1ccc(Br)cc1)c1ccc(=O)[nH]c1	2.2

(next part)
SMILES	mcGAS RapidFire
CCN1CCc2nc(-c3ccc(F)cc3)n(CC(=O)N(CC)c3ccccc3)c(=O)c2C1	-5.1
O=C(c1cn(Cc2ccccc2Cl)nn1)N1CCCC(OCc2ccccc2)C1 (stereo not given)	-2.3
CCOc1ccc(C=C2N=C(C(C)(C)C)OC2=O)cc1OC	-12.3
CCn1cc(CNc2nccc(CCC(F)(F)F)n2)cn1	-3.0
CCC(CO)(NC(=O)Nc1ccccc1)c1ccccc1 (stereo not given)	-18.5
O=C1CN(C(=O)c2ccccc2Cc2ccccc2)CCN1	-5.7
CC(NC1CSCCSC1)c1nc(-c2ccccn2)no1 (stereo not given)	-6.0
COc1ccc(Cc2noc(CN3CCN(c4ccc(Cl)cn4)CC3)n2)cc1OC	-3.2
CCCNC(=O)Nc1cccc(OCc2ncc(C(C)(C)C)o2)c1	-40.1
CCCc1cc(C(=O)NC2CCC(n3cnnc3)CC2)ccn1 (stereo not given)	-14.3
Oc1ccc(-c2nc3cnccn3c2NC2CCCC2)cc1	1.6
CC1Oc2ccccc2OC1C(=O)NNC(=O)c1cccnc1 (stereo not given)	-29.8
CC1Sc2ccc(C#N)cc2N(Cc2ccc(Cl)cc2)C1=O (stereo not given)	-3.5
COc1ccc(OC)c(Nc2ccc(Nc3cc(OC)ccc3OC)nn2)c1	-24.8
CCN(CC)Cc1cnc2c(C(=O)Nc3cccc(C(C)=O)c3)cnn2c1	-33.5
CCOc1c(CC)cnc2c1c(=O)n(Cc1ccc(F)cc1)c(=O)n2C	-0.2
Cc1cccc(Cn2c(-c3cnccn3)n[nH]c2=O)c1	-3.1
COc1ccc(-c2c(O)c3c(OC)c4c(cc3oc2=O)OC(C)(C)CC4)cc1	-1.2
CC(=O)N[C@@H]1C[C@H](Cc2ccccc2)O[C@H](C(C)(C)CN2CCOCC2)C1	-20.4
CC(C)N1CCN(c2nnc(C(=O)NCc3ccccc3)c3ccccc23)CC1	-14.2
C=CCn1c(=O)c2c(nc3n2CC(C)CN3c2ccc(OC)cc2OC)n(C)c1=O (stereo not given)	-1.7
CS(=O)(=O)Nc1cccc(NC(=O)Cc2csc(-n3cccc3)n2)c1	3.7
O=C(c1ccc(S(=O)(=O)NCc2ccco2)o1)N1CCOCC1	-9.3
Cc1nc2ccc(Cl)cn2c(=O)c1NC(=O)c1ccc(-c2ccccc2)cc1	13.0
CC(C)NS(=O)(=O)c1ccc(Cl)c(C(=O)NCc2ccc(F)cc2)c1Cl	-5.8

Nothing new here: entries from further up.
SMILES	mcGAS RapidFire
CCN1CCc2nc(-c3ccc(F)cc3)n(CC(=O)N(CC)c3ccccc3)c(=O)c2C1	-5.1
O=C(c1cn(Cc2ccccc2Cl)nn1)N1CCCC(OCc2ccccc2)C1 (stereo not given)	-2.3
CCOc1ccc(C=C2N=C(C(C)(C)C)OC2=O)cc1OC	-12.3
CCn1cc(CNc2nccc(CCC(F)(F)F)n2)cn1	-3.0
CCC(CO)(NC(=O)Nc1ccccc1)c1ccccc1 (stereo not given)	-18.5
O=C1CN(C(=O)c2ccccc2Cc2ccccc2)CCN1	-5.7

Other entries.
SMILES	mcGAS RapidFire
CC(=O)Nc1ccc(NC(=O)COc2ccc(Br)cc2Cl)cc1	-4.8
CCN(CC)C(=O)CSc1nnc(N)s1	-6.0
Cn1cc(C2(C)CN(c3ncccc3C#N)CCO2)cn1 (stereo not given)	-1.8
Cc1c(C)c(C)c(S(=O)(=O)Nc2ccc(S(=O)(=O)NC3CC3)cc2)c(C)c1C	0.7
CCC(=NCc1ccc(C)cc1)c1nc(-c2ccc(Cl)cc2)oc1O	-9.6
Cc1ccc2oc(Nc3nc(C)cc(=O)[nH]3)nc2c1	0.8
O=S1(=O)CCN2C=C(Cc3c(Cl)cccc3Cl)SC2=N1	-5.2
Cn1nc(-c2ccccc2)cc1NC(=O)Cn1cnc(Cl)c1Cl	-9.4
Cn1nc(-c2cccnc2)c2c1NC(=O)CC2C1CCC(N)CC1 (stereo not given)	7.5
CCC(C)(C)NS(=O)(=O)c1ccc(Cl)c(Cl)c1	-10.0
Cc1cc2nc(-c3ccccc3)c(N3CCN(C(=O)COc4ccccc4)CC3)nc2cc1C	-3.6
Cc1nnc(SCC(O)COc2ccc(C(C)(C)C)cc2)n1C1CC1 (stereo not given)	-12.9
CCOc1ccc(CN(C)C(=O)c2c(C)cc(=O)n(CC(=O)NC(C)C)c2C)cc1	3.1
CCC(C)C(=O)N(C)Cc1ccc(C(N)=O)cc1 (stereo not given)	3.4
CN(C(=O)Nc1ccccc1F)C(c1ccc(Cl)cc1)c1nccn1C (stereo not given)	-4.3
CCOC(=O)N1CCC(n2c(-c3ccc(OC)cc3)csc2=Nc2ccccc2SC)CC1	-0.5
CCCNC(=O)/C(C#N)=C1\N=C(NC(=O)c2cccs2)c2ccccc21	-9.8
O=C(O)C1CCC(c2ccc(F)cc2)N(C(=O)C2CC2)C1 (stereo not given)	-5.3
CC(=O)S[C@@H]1CC2=CC(=O)CC[C@]2(C)[C@H]2CC[C@@]3(C)[C@@H](CC[C@@]34CCC(=O)O4)[C@H]12	-9.8
N#Cc1cccc(CN2CCC(NS(=O)(=O)c3ccccc3)CC2)c1	-5.5
O=C(Cc1cccc2ccccc12)N1CC[C@@H](N2CCC(O)CC2)[C@H](O)C1	-3.1
O=C(NC1CCCN(Cc2ccccc2)C1)C1=Cc2ccccc2OC1 (stereo not given)	-10.0
O=S(=O)(c1cc(Cl)ccc1Cl)N1CCNCC1	-17.7
CN(c1ccc2ccccc2c1)S(=O)(=O)c1cc(C(=O)O)cs1	0.8
COc1ccc(-n2ncc(C3CC(=O)Nc4snc(C)c43)c2C)cc1 (stereo not given)	8.7
Going on with the list.
SMILES	mcGAS RapidFire
CC(C)c1noc(CN2CCC(C3CCCCCN3C(=O)C3CC3)CC2)n1 (stereo not given)	-0.7
CCCn1cc(NC(=O)c2cc(-c3ccccc3)on2)cn1	71.9*
c1ccc2c(c1)C(=Nc1ccc3c(c1)OCCO3)c1ccccc1-2	-6.9
C/C=C/CC(=O)N(CCOC)Cc1cnn(C)c1	-18.2
Cc1nn(C)c(C)c1CN(C(=O)CC1C(=O)NCCN1Cc1cccs1)C1CC1 (stereo not given)	-0.9&0.3
N#Cc1ccc(Cl)cc1NCCc1nccn1C(F)F	4.6
CCOCCN1CCN(Cc2cccc(C(N)=O)c2)CC1	-1.1
O=C(NC1CCN(c2ccc(F)cc2)CC1)N(CC1CCOC1)C1CC1 (stereo not given)	1.4
COc1ccc(N(C(=O)C(C)C)S(=O)(=O)c2ccc(C(C)C)cc2)cc1	-8.5
Cc1c(N2C(=O)C3C4C=CC(O4)C3C2=O)c(=O)n(-c2ccccc2)n1C (stereo not given)	-3.0
CCN(CC1CCOCC1)C(=O)CN1CCCCCC1=O	-19.2
CN1CCCN(C(=O)C2CCN(C(=O)C(C)(C)C)CC2)CC1	-1.9
CC(Cc1ccccc1Br)NC(=O)C1CC(=O)N(C)C1 (stereo not given)	-19.3
c1ccc(Cc2cn[nH]c2C2CCCNC2)cc1 (stereo not given)	6.9
CC1CN(S(=O)(=O)NCCc2ccc(F)cc2F)C(C)CO1 (stereo not given)	-0.5
CC(C)C(NC(=O)c1c(F)cccc1F)C(=O)NCc1ccnc(N2CCOCC2)c1 (stereo not given)	6.3
NC(=O)c1ncn(C2OC(CO)C(O)C2O)n1 (stereo not given)	-9.3
COc1cccc(-c2ccc(NC(=O)C3CCCN(Cc4nccn4C)C3)cc2)c1 (stereo not given)	-2.9
CCOC(=O)C1(C/C=C/c2ccccc2)CCCN(C(=O)CCc2scnc2C)C1 (stereo not given)	-6.8
O=C1CC(c2cccnc2)c2cnn(CC3CC3)c2N1 (stereo not given)	-12.4
CC1(C)CC(=O)C2=C(C1)OC(=N)C(C#N)C21CCCCC1 (stereo not given)	-3.5
O=C1/C(=C\c2cccnc2)CSc2ccc(Br)cc21	5.8
Cc1nc(CCNC(=O)c2ccc3nc(C4CCCCC4)oc3c2)nc2c1CCC2	-13.7
COc1ccc(-c2ccccc2OCCn2ccnc2)cn1	-16.9
Cc1cc(C2=CSC3=NS(=O)(=O)CCN23)c(C)n1CCC(C)C	12.0

Arranged by value in mcGAS RapidFire (low to high): some entries from above.
Compound	mcGAS RapidFire
CCN(CC1CCOCC1)C(=O)CN1CCCCCC1=O	-19.2
NC(=O)c1ncn(C2OC(CO)C(O)C2O)n1 (stereo not given)	-9.3
CCOCCN1CCN(Cc2cccc(C(N)=O)c2)CC1	-1.1

The listing continues.
SMILES	mcGAS RapidFire
COc1ccc(NC2=CC(=O)N(CCO)C2=O)cc1	-18.5
Cc1ccc(C)c(NC(=O)CC2Cn3ncc(-c4ccccc4)c3NC2=O)c1 (stereo not given)	-0.2
CCOC(C)c1nc(CN2CCc3cc(Br)ccc32)cs1 (stereo not given)	-0.7
Cc1cccc2c(-c3c(-c4ccccc4)ncn3CCN)cn(C)c12	0.0
O=C(Cc1cccc(O)c1)N1CCCC2(CCNC2)C1 (stereo not given)	-13.8
O=C(OCc1cc(=O)n2ccccc2n1)c1ccc(Cn2cncn2)cc1	-13.5
CC(C)Oc1ccccc1CNCCOc1ccccn1	-8.5
Cc1cccc(CNC(=O)c2coc(CN3CCN(Cc4ccccc4)CC3)n2)n1	-2.8
CCOc1ccc(NC(=O)c2cc(C)c(C)c(S(N)(=O)=O)c2)cc1OC	1.4

Taken from above.
mcGAS RapidFire with O=C(c1ccc(S(=O)(=O)NCc2ccco2)o1)N1CCOCC1 : -9.3
mcGAS RapidFire with CCOCCN1CCN(Cc2cccc(C(N)=O)c2)CC1 : -1.1
mcGAS RapidFire with CS(=O)(=O)Nc1cccc(NC(=O)Cc2csc(-n3cccc3)n2)c1 : 3.7
mcGAS RapidFire with Cc1cc(C2=CSC3=NS(=O)(=O)CCN23)c(C)n1CCC(C)C : 12.0
